Bioassay records (PubChem BioAssay)
IMPase cell inh: qHTS Assay for Identifying the Cell-Membrane Permeable IMPase Inhibitors; 120,000 tested, under 10 active; inhibition (IP1 accumulation), % at 46.1 µM; CHO-M1 cells, IP1 accumulation, HTRF TR-FRET ratio; Inositol monophosphatase 1 (Rattus norvegicus), P97697; active = well fitted curve in the direction sought with a large enough effect in the signal ratio, not every such curve was filed as active; inconclusive = small, poorly fitted or top-dose-only effect, or a change in a side signal; inactive = no such curve, though single readings can be large or run the other way; the % refers to the signal ratio;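 note: cells stimulated with carbachol in lithium chloride buffer; plate controls were DMSO basal wells for no effect and reference inhibitor wells for full effect; higher means more IMPase inhibition seen as more IP1 and lower FRET ratio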
Target sequence (P97697 whole entry, looked up): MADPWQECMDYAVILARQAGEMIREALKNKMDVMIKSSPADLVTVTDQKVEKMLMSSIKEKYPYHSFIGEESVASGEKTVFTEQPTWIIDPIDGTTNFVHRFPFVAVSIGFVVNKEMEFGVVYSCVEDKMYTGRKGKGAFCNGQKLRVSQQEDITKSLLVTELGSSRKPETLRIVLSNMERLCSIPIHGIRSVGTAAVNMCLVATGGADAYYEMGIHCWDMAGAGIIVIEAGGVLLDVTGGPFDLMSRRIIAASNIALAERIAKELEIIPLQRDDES
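CHO-M1 cells (CHO stably expressing M1 receptor), compound up to 46 uM final, stimulated with carbachol (50 uM as added) in buffer with 50mM LiCl, pH 7.4, 30 min at 37C. Cytosolic IP1 read by TR-FRET; AC50 from Hill fits.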
15-hLO-2 inh: qHTS Assay for Inhibitors of 15-hLO-2 (15-human lipoxygenase 2) | Polyunsaturated fatty acid lipoxygenase ALOX15B (Homo sapiens), O15296 | purified 15hLO-2, xylenol orange hydroperoxide absorbance | Potency, µM (series often up to 57.1 µM), without a hit: at the highest dose activity change, negative = inhibition, most hits filed as inhibitors | 110,000 compounds, 0.56% hits | AID 881, 2007; note: potency is the fitted concentration of half-maximal effect; nearly all actives have a fitted effect of over 60% in size; many of its hits are not listed in these tables
Target sequence (O15296 whole entry, looked up): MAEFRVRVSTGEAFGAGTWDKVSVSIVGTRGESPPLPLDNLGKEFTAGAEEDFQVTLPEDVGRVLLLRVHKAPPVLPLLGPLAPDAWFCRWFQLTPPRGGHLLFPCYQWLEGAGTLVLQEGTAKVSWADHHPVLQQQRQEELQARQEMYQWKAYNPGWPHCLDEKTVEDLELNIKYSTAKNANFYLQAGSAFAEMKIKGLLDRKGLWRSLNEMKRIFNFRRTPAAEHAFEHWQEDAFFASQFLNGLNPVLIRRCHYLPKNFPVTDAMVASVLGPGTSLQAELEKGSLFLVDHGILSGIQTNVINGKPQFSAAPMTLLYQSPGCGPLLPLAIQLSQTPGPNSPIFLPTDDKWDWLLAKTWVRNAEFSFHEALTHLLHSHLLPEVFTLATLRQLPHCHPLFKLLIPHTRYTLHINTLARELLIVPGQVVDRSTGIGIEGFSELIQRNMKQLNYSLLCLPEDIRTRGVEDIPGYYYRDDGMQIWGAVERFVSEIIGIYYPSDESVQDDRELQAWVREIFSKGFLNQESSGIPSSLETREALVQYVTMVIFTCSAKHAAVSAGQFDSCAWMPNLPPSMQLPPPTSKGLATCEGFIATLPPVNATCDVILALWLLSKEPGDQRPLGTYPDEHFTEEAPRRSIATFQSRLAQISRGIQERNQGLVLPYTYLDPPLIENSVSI
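Enzyme 50 nM, AA 45 uM, 25 mM Hepes pH 7.5 + 0.01% Triton X-100; cpd preinc 15 min RT, rxn 90 min RT; stop/detect with 200 uM XO + 300 uM Fe(II) in 50 mM H2SO4, 30 min; A573/A405.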
PNC inhibitor: High Content Assay for Compounds that inhibit the Assembly of the Perinucleolar Compartment | PC3M PTB-GFP, PNC prevalence imaging, 16 h; active compounds read low | activity change (PNC), negative = inhibition, % at 10 µM | 140,000 compounds, 3.1% hits | AID 2417, 2010;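 active = readout at or below -70, meaning at least 70% loss of cells showing the perinucleolar compartment, a nuclear body marking cancer cells; inconclusive = readout between -30 and a set limit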;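 note: plate controls were DMSO wells for no effect and camptothecin positive control wells for full effect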
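Read-out is percentage of cells bearing a perinucleolar compartment, from automated 20x imaging of fixed, Hoechst-stained PC3M PTB-GFP cells. Cells were seeded 4 h, then exposed 16 h to compound (23 nl of library stock) in duplicate plates.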
12-hLO inh: qHTS Assay for Inhibitors of 12-hLO (12-human lipoxygenase); Polyunsaturated fatty acid lipoxygenase ALOX12 (Homo sapiens), P18054; purified 12-hLO, xylenol orange hydroperoxide absorbance; Potency, µM (highest dose often 57.1 µM), for the others: top-dose activity change, negative = inhibition, hits mostly inhibitors; 150,000 compounds, 0.12% hits; note: potency is the fitted concentration of half-maximal effect; nearly all actives have a fitted effect of over 55% in size; many of its hits are not listed in these tables
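Hydroperoxide output read as Fe(III)-xylenol orange absorbance, 573-to-405 nm ratio, after 30 min reaction with 40 uM arachidonic acid. Enzyme: 150 nM purified human 12hLO, 15 min compound preincubation; 25 mM Hepes pH 7.0, room temperature.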
* marks the source's active call; other numbers are inactive results; ? = inconclusive; nt = not tested or not shown; & = joins results of further samples; [ ] = dose if it differs, or a comment. Unless noted, calls come from the whole dose curve; as a rule, active = well fitted curve in the direction sought with a large enough effect; inconclusive = small, poorly fitted or top-dose-only effect, or another doubt; inactive = no such curve, though single readings can be large; an effect the other way counts as inactive or inconclusive. Unless noted, % is set by controls: 0 for no effect and ±100 for the full control effect. Rows were taken by chance. Share with any hit: about 3.1%.

No.	mol	IMPase cell inh	15-hLO-2 inh	PNC inhibitor	12-hLO inh
1	Cc1cccc(-n2ccnc2SCC(=O)Nc2nnc(C)s2)c1	4	6%	-9	5%
2	C=Cc1c(C)c2cc3[nH]c(cc4nc(cc5nc(cc1[nH]2)C(C)=C5CCC(=O)O)C(CCC(=O)O)=C4C)c(C)c3C=C	-2	20µM*	nt	-27%&-9%
3	COC(=O)Nc1c(-c2ccccc2)nc2ccc(C)cn12	-11	7%	-13	-2%
4	O=C(C1CCN(c2nnc(-n3cccc3)s2)CC1)N1CCN(Cc2ccc3c(c2)OCO3)CC1	2	nt	-17	0%
5	Cc1oc(-c2cccc(Cl)c2)nc1CN1CCCC(C(=O)NC(C)c2ccc3c(c2)OCCO3)C1 (stereo unspecified)	13	24%	-12	-3%
6	COc1ccc(CCNC(=O)CC2SC(=NCCc3ccccc3)NC2=O)cc1 (stereo unspecified)	-7	nt	6	-3%
7	O=S1(=O)CCN2C(c3ccco3)=CSC2=N1	-3	2%	-21	0%
8	Cc1occc1C(=O)n1cnc2ccccc21	-2	-1%	?	-2%
9	CCC1CCc2c(sc3nc(SCC(=O)NCc4ccco4)n(-c4ccccc4)c(=O)c23)C1 (stereo unspecified)	-2	nt	-27	-2%
10	CN(CCc1ccccn1)C(=O)c1nn2c(C(F)(F)F)cc(-c3ccco3)nc2c1Cl	4	-13%	14	-16%
11	O=C(CN1CCN(C(=O)c2ccco2)CC1)Nc1c2c(nc3c1CCC3)CCCC2	10	-16%	28	-17%
12	COc1ccc(NC(=O)CCCn2c(=O)[nH]c3ccccc3c2=O)cc1	0	-1%	-10	-7%
13	CCN(CC)CCNC(=O)CCCCCn1c(=O)[nH]c2cc(C(=O)OC)ccc2c1=O	7	15%	-11	6%
14	O=[N+]([O-])c1ccc(-c2cc(-c3ccc(Cl)cc3)n[nH]2)cc1	-6	-18%	0	-2%
15	O=C(CCNS(=O)(=O)c1ccc(Br)s1)N1CCN(c2ccccc2)CC1	-2	nt	-5	-1%
16	OCc1ccccc1	nt	-6%	nt	-1%
17	C=CCN1CC(c2nc3ccccc3n2Cc2cccc3ccccc23)CC1=O (stereo unspecified)	3	nt	36	-1%
18	COC(=O)Oc1ccc(/C=N/NC(=O)CN(c2ccccc2Br)S(C)(=O)=O)cc1OC	-9	0%	2	4%
19	CCOCCCNCc1ccc(OC)c(OC)c1	-9	-6%	34	-3%
20	CCCCN1C(=O)C2C(C(=O)Nc3cccc(OC)c3)C3C=CC2(O3)C1C(=O)NC1CCCCC1C (stereo unspecified)	?	nt	?	1%
21	C=CCn1c(SCC(=O)Nc2c(C)n(C)n(-c3ccccc3)c2=O)nc2sc(C)c(C)c2c1=O	-3	-2%	0	3%
22	Cc1cccc(Nc2nc(-c3cccs3)cs2)n1	10	nt	-105*	18µM*
23	CCCOc1ccc(N2CC(C(=O)Nc3ccccc3F)CC2=O)cc1 (stereo unspecified)	-11	-2%	-3	-3%
24	CC(=O)N[C@@H]1C(O)OC(CO)C(O)C1O (stereo partly specified)	nt	2%	nt	0%
25	COc1ccc(-n2nnnc2SCC(=O)c2ccc(O)c(O)c2)cc1	7	7%[2.29 µM]	30	?
26	COc1ccc2c(=O)c(-c3ccccc3)c(C)oc2c1	-4	3%	30	-7%
27	Cc1nn(CC(=O)Nc2ccc(C(=O)N(C)C)cc2)c(=O)c2ccccc12	-7	2%	-7	-5%
28	Cc1ccc(C)c(S(=O)(=O)N2CCCOC2CNC(=O)C(=O)NCc2ccco2)c1 (stereo unspecified)	nt	nt	54	-3%
29	O=C(CN1C(=O)C2CCCCC2C1=O)Nc1nc(-c2ccccn2)cs1 (stereo unspecified)	7	15%	-16	1%
30	Cc1c(N)cc(C(=O)N2CCOCC2)cc1[N+](=O)[O-]	nt	nt	9	0%

Among those listed so far, seven have an aryl methoxy group:
No.	mol	IMPase cell inh	15-hLO-2 inh	PNC inhibitor	12-hLO inh
6	COc1ccc(CCNC(=O)CC2SC(=NCCc3ccccc3)NC2=O)cc1 (stereo unspecified)	-7	nt	6	-3%
12	COc1ccc(NC(=O)CCCn2c(=O)[nH]c3ccccc3c2=O)cc1	0	-1%	-10	-7%
18	COC(=O)Oc1ccc(/C=N/NC(=O)CN(c2ccccc2Br)S(C)(=O)=O)cc1OC	-9	0%	2	4%
19	CCOCCCNCc1ccc(OC)c(OC)c1	-9	-6%	34	-3%
20	CCCCN1C(=O)C2C(C(=O)Nc3cccc(OC)c3)C3C=CC2(O3)C1C(=O)NC1CCCCC1C (stereo unspecified)	?	nt	?	1%
25	COc1ccc(-n2nnnc2SCC(=O)c2ccc(O)c(O)c2)cc1	7	7%[2.29 µM]	30	?
26	COc1ccc2c(=O)c(-c3ccccc3)c(C)oc2c1	-4	3%	30	-7%

Further compounds follow:
No.	mol	IMPase cell inh	15-hLO-2 inh	PNC inhibitor	12-hLO inh
31	O=C(NCC1CCCO1)c1ccc2nc(N3CCCCC3)sc2c1 (stereo unspecified)	1	nt	86	0%
32	Cc1ccc(C(C(=O)NCc2ccc(F)cc2)N(C(=O)c2csnn2)C2CC2)o1 (stereo unspecified)	3	-2%	39	-2%
33	Cc1cc(C)c2c(=O)[nH]c(=O)n(Cc3ccccc3)c2n1	6	-16%	-7	10%
34	COc1ccc(C(=O)N2CCN(c3c(C)cccc3C)CC2)cc1OC	-3	-12%	7	-6%
35	CCOc1ccc(C(O)Cc2nc3ccccc3n2C)cc1 (stereo unspecified)	3	nt	323	1%
36	CCCCOC(=O)Nc1sc2nc(C)cc(C)c2c1-n1cccc1	6	-6%	-1	0%
37	CCOC(=O)N1CCN(C(=O)c2cn(C)c(=O)c3c2c2ccccc2n3C)CC1	2	0%	43	-9%
38	O=C(CSc1nnc(CNC(=O)C23CC4CC(CC(C4)C2)C3)n1-c1ccc(F)cc1)Nc1ccc(F)cc1	2	nt	-3	-5%
39	CCc1nnc2c3cnn(-c4ccccc4)c3ncn12	4	-3%	-25	9%
40	CN1CC(=O)N(CC(=O)Nc2ccc(Cl)c(C(F)(F)F)c2)C1=O	0	12%	18	-6%
41	O=C(Nc1ccc(-c2nc3cc(Cl)ccc3c(=O)o2)cc1)c1ccco1	-6	nt	-13	-2%
42	O=C(Cc1ccccc1)Nc1scc(-c2ccccc2)c1C(=O)N1CCOCC1	-2	-3%	27	-7%
43	O=C(COc1ccc(Cl)cc1Cl)NN=C1c2ccccc2-c2ccccc21	nt	nt	17	-2%
44	O=C(COC(=O)c1cnccn1)NCc1ccccc1	0	-1%	0	-5%
45	Cn1nc(-c2ccccc2)c(-c2nc(-c3ccccc3Cl)no2)c1Cl	6	13%	87	7%
46	Cc1ccccc1Cn1cc(S(=O)(=O)CC(=O)N2CCCCC2)c2ccccc21	3	nt	29	-2%
47	CC1(C)CC(=O)CC(=Nc2ccc(C(=O)O)cc2)C1	3	0%	46	1%
48	CC(C)CC1NC(=S)N(Cc2ccccc2)C1=O (stereo unspecified)	nt	nt	-26	-4%
49	CC(C)Oc1cccc(C(=O)NC(=S)Nc2cccc(NC(=O)c3ccccc3Cl)c2)c1	nt	nt	0	?
50	CCCCNC(=O)c1cccc(C(=O)NCCCC)c1	3	3%	-3	8%
51	CCOC(=O)Cc1c(C)nc2c(-c3ccc(Cl)cc3)c(C)[nH]n2c1=O	2	-11%	43	8%
52	Cc1cc2c3c(c1C)C1(C(=O)N3C(C)(C)CC2C)C(C#N)=C(N)OC2=C1C(=O)CC(C)(C)C2 (stereo unspecified)	-3	-3%	54	-28%
53	CCOc1ccc(NC(=O)CN(C2CCCCC2)S(C)(=O)=O)cc1	21	2%	5	-6%
54	COc1ccc(C(CC(=O)c2ccc(C)cc2)Nc2ccc([N+](=O)[O-])cc2)cc1 (stereo unspecified)	nt	nt	15	-6%
55	Cc1cccc(N(NC(=O)C(C)(C)O)C(=O)c2ccccc2)c1	-2	nt	56	3%
56	O=C(CCN1C(=O)c2ccccc2C1=O)Nc1cc(F)ccc1F	0	-3%	41	1%
57	O=C(CSc1nnc(-c2ccco2)n1CC1CCCO1)N1CCCCC1 (stereo unspecified)	-2	-4%	?	0%
58	O=C1Nc2ccccc2C12Nc1ccccc1S2 (stereo unspecified)	13	7.9µM*	-13	-26%
59	COc1cc(NC(=O)CN2C(=O)NC(C)(CC(C)C)C2=O)cc(OC)c1 (stereo unspecified)	?	-7%[11.4 µM]	18	3%
60	CCCCOC(=O)c1cccc(NC(=O)CC)c1	nt	nt	2	2%

Filtered by structure: the compounds so far with a CF3 group.
No.	mol	IMPase cell inh	15-hLO-2 inh	PNC inhibitor	12-hLO inh
10	CN(CCc1ccccn1)C(=O)c1nn2c(C(F)(F)F)cc(-c3ccco3)nc2c1Cl	4	-13%	14	-16%
40	CN1CC(=O)N(CC(=O)Nc2ccc(Cl)c(C(F)(F)F)c2)C1=O	0	12%	18	-6%

(further entries)
No.	mol	IMPase cell inh	15-hLO-2 inh	PNC inhibitor	12-hLO inh
61	COc1ccc(/C(N)=N/OC(=O)C2CCC(=O)N2S(=O)(=O)c2ccc(C)cc2)cc1OC (stereo unspecified)	nt	nt	29	-4%
62	COc1cccc(-c2cc(C(F)(F)F)nc(N3CCN(c4ccccc4)CC3)n2)c1	-8	-3%	3	-9%
63	CCOC(=O)N1CCN(C(=O)c2cn(CC)c3ccc(S(=O)(=O)N4CCCC4)cc3c2=O)CC1	6	1%	12	2%
64	Cc1ccc2oc(=O)c3cnn(CC(=O)N4CCCCCC4)c3c2c1	6	2%	?	-3%
65	CC12CCC(C(=O)NCc3ccc(Cl)cc3)(OC1=O)C2(C)C (stereo unspecified)	-1	-4%	-9	3%
66	CC(=O)/C(=N/Nc1cccc(Cl)c1)N1CCOCC1	9	?	?	-5%
67	COC(=O)c1ccc(Cn2nnc3ccccc3c2=O)o1	-22	-6%	-2	-4%
68	CSc1nc(C)c2c(n1)N(c1ccc(C(F)(F)F)cc1)CC2	3	12%	63	4%
69	CCn1cc(C2=NCCO2)c2ccccc21	-5	6%	?	8%
70	Cc1cc(C)c(S(=O)(=O)N2CCOC2CNC(=O)C(=O)NCc2cccnc2)c(C)c1 (stereo unspecified)	nt	nt	?	-1%
71	COC(=O)[C@@]1(Cc2ccc(OC)cc2)[C@H]2c3cc(C(=O)N4CCCC4)n(CCN4CCOCC4)c3C[C@H]2CN1C(=O)c1ccccc1	nt	11%	nt	-2%
72	CCCS(=O)(=O)N1CCN(CCCc2ccccc2)CC1	-4	-5%	-19	0%
